MIN6 prolif – inducers of MIN6 beta-cell proliferation, primary screen, ATP luminescence, uHTS; MIN6 cells proliferation, ATPlite luminescence, 48 h; cells starved in 0.2% serum; 100% = growth in 10% serum; proliferation, % at 10 µM; hit rate 0.29% among 330,000;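 active means compounds whose signal lies at least 3.5 SD above the mean of all wells on their plate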;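 further: 0% = DMSO-treated cells in low-serum medium and 100% = 10% serum control; some compounds called inactive have numbers as strong as hits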
NR3A LBD binder – binders of NR3A ligand-binding domain, primary screen, biophysical, differential scanning fluorimetry, uHTS; Glutamate receptor ionotropic, NMDA 3A (GRIN3A) ligand-binding domain; hit rate 2.5% among 340,000; Tm shift relative to glycine control, % at 25 µM; AID 1259313, 2017; NR3A LBD differential scanning fluorimetry, Tm shift; 0% = protein alone, 100% = glycine-bound protein;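 active means melting temperature shift of at least 10% of the positive control shift, at one fixed dose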
TIM10 inh – growth inhibitors of isogenic TIM10 control yeast, primary screen, counter-screen for tim10-1 yeast inhibitor project, luminescence, uHTS. S. cerevisiae TIM10 strain growth, BacTiter-Glo luminescence, 24 h. inhibition, % at 10 µM. hit rate 1.4% among 330,000. AID 463195, 2010;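 active means inhibition of 40% or more at the single tested concentration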;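 further: wild-type TIM10 isogenic control strain grown at permissive 25 °C; 0% = DMSO yeast wells and 100% = minimal medium wells without yeast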
MPTP inh – mitochondrial permeability transition pore inhibitors, primary screen, biochemical, isolated mouse mitochondria, absorbance. Ca2+ swelling absorbance, 30 min. inhibition, % at 10 µM. hit rate 1.4% among 360,000;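 active means inhibition of 50% or more, scaled per plate between neutral and stimulator controls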;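 further: 0% = DMSO wells given calcium and 100% = 1 mM EGTA wells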
tim23-1 inh – growth inhibitors of tim23-1 mutant yeast, primary screen, luminescence, uHTS; S. cerevisiae tim23-1 growth, BacTiter-Glo luminescence, 24 h; inhibition, % at 20 µM; hit rate 1.3% among 330,000;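 active means growth inhibition of the mutant yeast at or above 50%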;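 further: temperature-sensitive mutant grown at 25 °C; plate controls were DMSO-treated mutant yeast for no effect and medium wells lacking yeast for full effect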
tim10-1 inh – growth inhibitors of tim10-1 mutant yeast, primary screen, luminescence, uHTS. S. cerevisiae tim10-1 ts strain growth, BacTiter-Glo, 24 h. hit rate 2.2% among 330,000. inhibition, % at 20 µM. AID 463190, 2010;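 active means inhibition of at least 40%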;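 further: mutant grown at 25 °C; 0% = DMSO wells with yeast and 100% = wells holding no yeast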
NALP3 yeast inh – NALP3 inflammasome inhibitors in reconstituted yeast, primary screen, luminescence, uHTS. Yeast reconstituted NLRP3/ASC/caspase-1, beta-gal luminescence, 24 h. inhibition, % at 10 µM. hit rate 0.39% among 330,000;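 active means inhibition of 50% or more; inactive means inhibition below 50%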;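 further: plate controls were induced DMSO wells for no effect and uninduced yeast grown without galactose for full effect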
APJ agonist – agonists of human apelin receptor APJ, primary screen, CHO-K1 cells, PathHunter beta-arrestin, luminescence; 0% DMSO wells, 100% apelin; activation, % at 20 µM; hit rate 0.11% among 330,000;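 active means activation more than six SD over the plate average, tested at 20 µM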;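 further: 0% = DMSO alone and 100% = apelin-13 at 10 nM; some results filed as inactive read as strong as hits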
Target sequence (P35414 whole entry, looked up): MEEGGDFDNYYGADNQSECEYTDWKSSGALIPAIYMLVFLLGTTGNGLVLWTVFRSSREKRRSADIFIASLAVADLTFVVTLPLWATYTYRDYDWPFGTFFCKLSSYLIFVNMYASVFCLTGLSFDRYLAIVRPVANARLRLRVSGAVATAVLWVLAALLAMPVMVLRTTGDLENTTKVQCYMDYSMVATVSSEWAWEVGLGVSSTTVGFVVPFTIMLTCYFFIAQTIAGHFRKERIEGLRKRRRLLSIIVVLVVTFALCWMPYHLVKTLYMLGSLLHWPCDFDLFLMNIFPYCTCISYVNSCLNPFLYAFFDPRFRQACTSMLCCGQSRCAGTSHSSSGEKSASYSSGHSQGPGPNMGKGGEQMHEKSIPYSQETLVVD
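Material: CHO-K1 APJ beta-arrestin complementation cell line; Input: cell density 1000 per well; Incubation: compound stimulation 90 min at 25 °C, detection 60 min; Signal: luminescence from split beta-galactosidase complementation, Galacton Star/Emerald II substrate; Controls: DMSO-only wells as negative, 10 nM Apelin-13 as positive control.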
APJ antagonist – antagonists of human apelin receptor APJ, primary screen, CHO-K1 cells, beta-arrestin complementation, luminescence; P35414; inhibition, % at 20 µM; hit rate 0.32% among 330,000; AID 2521, 2010;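 active means inhibition above about 40% at 20 µM, limit read from the data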;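 further: cells challenged with 10 nM apelin-13 agonist together with compound; plate controls were apelin-13 plus DMSO wells for no effect and DMSO wells lacking apelin-13 for full effect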
* marks the source's active call; other numbers are inactive results; x = no result given.

nr	smiles	MPTP inh	APJ agonist	tim10-1 inh	APJ antagonist	NALP3 yeast inh	MIN6 prolif	NR3A LBD binder	tim23-1 inh	TIM10 inh
1	O=C(O)CCC(=O)N1CCc2cc(S(=O)(=O)N3CC=C(c4ccccc4)CC3)ccc21	-0.8	-3	-4	-7	7	-4	-6	3	2
2	COc1ccc(Cc2c(O)nc(SCC(=O)N3CCCCCC3)[nH]c2=O)cc1	-0.1	-2	13	15	5	0	-8	16	17
3	Cc1cccc(N(CC(=O)NC2CCCC2)C(=O)CCCC(=O)Nc2ccccn2)c1	-0.2	-4	-6	8	-1	-1	2	-4	12
4	NC(=O)C1CCN(C(=O)CCC(=O)c2ccc(Br)cc2)CC1	0.1	-2	19	-8	-2	-2	-1	4	-13
5	COC(=O)c1cc(NC(=O)CC2CCCC2)cc(C(=O)OC)c1	0.4	1	2	4	12	0	1	21	5
6	CCOC(=O)N1CCN(c2ccc(C(F)(F)F)cn2)CC1	-1.4	-6	3	1	3	-1	-8	-2	-5
7	CC(C)CCNC(=O)NC(=O)COC(=O)c1cc(S(=O)(=O)N2CCOCC2)ccc1N1CCCCC1	-0.9	-1	9	3	-16	1	-1	4	0
8	CC1(c2ccc3ccccc3c2)NC(=O)N(CC(=O)O)C1=O (stereo not given)	0.0	1	8	17	-3	-2	1	0	15
9	O=C(CN1CCC(n2nnc3cc(F)ccc32)CC1)N1CCCc2ccccc21	0.1	-8	30	-4	6	0	4	12	8
10	CCOc1cc(CO)c(Br)cc1OCC(=O)O	x	-2	5	19	-8	-2	-1	8	-6
11	Clc1ccccc1N=C1SCCS1	0.8	-3	-21	2	11	1	0	-8	-7
12	C=CCn1c(SCC(=O)N(CC)C2CCS(=O)(=O)C2)nnc1-c1ccccc1 (stereo not given)	-0.3	-2	-48	-40	18	2	-4	-48	-21
13	CCC[C@@H](CN1CCC[C@H]1CN1C(N)=NC[C@H]1CC(C)C)N1C[C@@H]([C@H](C)CC)N(CCCC2CCCC2)C1=N	4.0	-5	-19	14	23	-4	-3	-24	1
14	COc1ccc(C(=O)CSc2nnc(CNc3ccc(C)cc3C)n2Cc2ccco2)cc1	0.9	0	40*	-15	11	-6	4	35	23
15	CC(C)N(C(=O)[C@H]1CC(CC(=O)NCc2cccc(C(F)(F)F)c2)C(=O)N2CCc3c([nH]c4ccccc34)[C@]12C)C(C)C (stereo not given in full)	-0.4	-3	12	0	10	-5	-3	22	11
16	CCc1c(C2(O)CCCCC2)[nH]c2ccc(C(F)(F)F)cc12	21	1	24	0	25	-8	7	-2	-1
17	Cc1ccc(C)c(CN2CCC(n3nccc3NC(=O)CCCc3ccccc3)CC2)c1	1.4	-2	13	-2	18	-4	2	-2	12
18	C/C(CC1CC(C)OC1=O)=N\NC(N)=S (stereo not given)	1.0	0	3	4	-2	1	2	-1	8
19	O=C(N/N=C/C=N/NC(=O)c1ccco1)c1ccco1	0.5	0	1	-2	14	-3	-3	-10	1
20	O=C(COc1ccccc1)N1CCN(c2ncccn2)CC1	-0.8	-3	-9	-5	10	0	-2	3	-4
21	CC(C)OCCCN1CN(S(=O)(=O)c2ccc(Cl)cc2)c2nc3ccccc3nc21	-0.8	-2	23	-5	23	-5	-10	15	17
22	COc1ccc(CC(=O)NNC(=S)NCC2CC2)cc1OC	1.7	-3	3	25	18	-3	-3	-1	-9
23	CN(CC(=O)Nc1ccc(SC(F)F)cc1)C1CCCCC1	0.7	-2	-11	14	18	-2	-1	2	-6
24	NC(=O)c1ccsc1NC(=O)c1ccc([N+](=O)[O-])o1	0.6	0	31	19	-5	-6	-4	32	26
25	O=C(Nc1ccccc1C(F)(F)F)N1CCC(N2CCCCC2)CC1	-4.9	0	-15	16	11	-2	2	1	-3
26	CN(C)CCNC(=O)/C(=N\O)c1ccccn1	-0.1	-5	5	24	4	-2	0	16	-27
27	CCN=C1SC(C(=O)Nc2ccccc2)CC(=O)N1CC (stereo not given)	-0.2	1	-9	6	18	0	-3	7	-6
28	O=C(O)C1(c2ccccc2)CCN(S(=O)(=O)c2cccs2)CC1	-1.1	-1	2	2	0	-2	1	-2	-9
29	N=c1c2c3c(sc2ncn1CCCO)CCCC3	-3.3	-1	6	17	6	-2	2	9	2
30	CCN(CC)S(=O)(=O)c1cccc(NC(=O)c2ccc(Sc3nncn3C)c([N+](=O)[O-])c2)c1	2.6	5	5	-29	4	-1	-7	4	-6
31	COc1ccc(Nc2nc(N/N=C/c3ccc(N(C)C)cc3)nc(C)c2[N+](=O)[O-])cc1	6.6	1	11	19	17	1	-6	-2	6
32	COc1ccc(/C=C/C(=O)OCC(=O)N2CCc3ccccc32)cc1	4.0	-2	4	9	6	-2	1	13	-2
33	CC(CCN1CCN(c2ccccc2)CC1)c1ccccc1 (stereo not given)	0.5	1	-17	15	13	-4	3	-6	-3
34	COc1cccc2cc(C(=O)C3=C(O)C(=O)N(CCN4CCOCC4)C3c3ccc(C(C)(C)C)cc3)oc12 (stereo not given)	-1.2	-13	22	30	7	-7	-1	16	8
35	COC(=O)C[N+](C)(C)CC#Cc1ccccc1	-0.6	-1	-4	6	3	-4	-1	4	5
36	CCCOc1ccc(/C=N/NC(=O)c2c(-c3ccccc3)noc2C)cc1OC	1.3	-2	-2	-4	6	3	x	1	0
37	CNc1ccccc1C(C)(C)c1cc(-c2ccc(F)cc2)no1	0.6	-4	25	-4	12	-1	0	34	25
38	CC1CCCCN1CCCNC(=O)CN1C(=O)CSc2ccc(S(=O)(=O)N3CCOCC3)cc21 (stereo not given)	1.4	-4	-4	22	18	5	-2	-6	-5
39	O=C(Nc1cccc(S(=O)(=O)NC2=NCCC2)c1)c1ccc(F)cc1	-1.1	-2	4	-12	3	2	-1	11	1
40	CCc1noc(C)c1C(=O)N1CC(C)OC(C)C1 (stereo not given)	-6.7	-3	1	6	13	-3	-1	5	6
41	Cc1ccc(NC(=O)c2cnccn2)c(OC(F)F)c1	0.6	-6	18	3	13	0	1	7	6
42	COc1cc(NC(=S)N2CCN(CCO)CC2)cc(OC)c1	0.1	-2	7	-1	23	-1	-1	-4	6
43	COc1ccccc1/C=C(/NC(=O)c1ccc(Cl)cc1Cl)C(=O)O	-0.5	3	22	-12	9	-2	-4	18	-1
44	CCc1cccc(NC(=O)c2cccc3c2C(=O)N(C2CCCCC2)C3)c1	1.6	-12	26	9	8	-6	-1	0	-66
45	CCC(C)N(C(=O)COC(=O)c1nc2nc(C)cc(C)n2n1)C1CCS(=O)(=O)C1 (stereo not given)	0.8	-3	-3	-4	4	1	2	7	5
46	CCC(C)NC(=O)C1c2cc(OC)c(OC)cc2C(=O)N(C)C1c1ccc(OC)cc1 (stereo not given)	-0.5	-3	5	-14	17	2	3	12	10
47	CC1(C)Cc2c(c(N3CCCC3)nc3sc4c(N5CCN(CCO)CC5)ncnc4c23)CO1	1.2	-3	20	-6	9	-5	-3	24	28
48	CCCCNC(=O)C1CCN(S(=O)(=O)N2CCCCCC2)CC1	-0.1	-4	-11	9	0	1	1	-3	-12
49	COc1ccc(CC(=O)n2nc(-c3ccc(Cl)cc3)nc2NCc2ccco2)cc1	1.0	-5	15	12	17	-2	-1	16	4
50	O=C(NCc1ccc(F)cc1)c1ccccc1OCc1ccccc1	3.5	1	17	-17	34	-2	0	33	-4
51	COc1ccc(-n2c(=O)c3c4c(sc3n(CC(=O)Nc3cc(C)[nH]n3)c2=O)CCC4)c(OC)c1	1.6	0	-11	-14	0	4	1	-5	5
52	Cc1ccc(CS(=O)(=O)Cc2ccc(C(=O)NCC3CCCO3)o2)cc1 (stereo not given)	-0.7	2	-7	-1	-1	-3	-1	0	2
53	CC1(C)Oc2ccc(C(=O)N3CCCC3)cc2N(CC(=O)NCc2ccccc2)C1=O	0.4	3	5	11	0	1	-1	12	-5
54	O=C1C2C3C=CC(C3)C2C(=O)N1c1ccc(N2CCN(c3ccccn3)CC2)c([N+](=O)[O-])c1 (stereo not given)	35	0	-31	2	23	-4	-1	11	3
55	COc1ccc(N2C(S)=C(C#N)C(=O)NC23CCCCC3)cc1	-2.6	-5	8	11	16	0	-1	7	9
56	Cc1ccc(S(=O)(=O)N2CCN(C(=O)Cc3c(F)cccc3Cl)CC2)cc1	0.8	-4	0	-3	15	0	-1	7	12
57	CCOc1ccc(C(C)NC(=S)NCc2ccc(Cl)cc2)cc1 (stereo not given)	60*	-1	-30	-1	40	-6	5	28	2
58	Cc1cccc(NC(=O)C2(C)CC3c4ccccc4C2c2ccccc23)c1C (stereo not given)	-1.3	-2	10	-1	6	0	-8	7	13
59	O=c1[nH]c(CSc2ccccn2)nc2c1oc1ccccc12	-0.4	-1	27	5	32	-5	0	47	24
60	CC1(c2ccc3ccccc3c2)NC(=O)N(CC(=O)N2CCN(Cc3ccc(C#N)cc3)CC2)C1=O (stereo not given)	57*	2	21	11	12	-7	0	7	3

Look-ups from the list.
no. 45 @ MPTP inh = 0.8
no. 34 @ APJ agonist = -13

Single records (already shown). Values in the order: MPTP inh, APJ agonist, tim10-1 inh, APJ antagonist, NALP3 yeast inh, MIN6 prolif, NR3A LBD binder, tim23-1 inh, TIM10 inh
O=c1[nH]c(CSc2ccccn2)nc2c1oc1ccccc12 in the list: -0.4, -1, 27, 5, 32, -5, 0, 47, 24
COc1ccc(-n2c(=O)c3c4c(sc3n(CC(=O)Nc3cc(C)[nH]n3)c2=O)CCC4)c(OC)c1 in the list: 1.6, 0, -11, -14, 0, 4, 1, -5, 5

(further entries)
nr	smiles	MPTP inh	APJ agonist	tim10-1 inh	APJ antagonist	NALP3 yeast inh	MIN6 prolif	NR3A LBD binder	tim23-1 inh	TIM10 inh
61	CCCn1c(N)c(N(CCOC)C(=O)c2ccc(N3CCCC3=O)cc2)c(=O)[nH]c1=O	-1.5	0	10	-3	5	-1	1	12	3
62	COc1ccc(CNC(=O)CCCn2nc(C)c3c(C)n(-c4ccc(C)cc4)nc3c2=O)cc1OC	-2.4	2	14	-10	3	-3	-2	1	0
63	O=C(Nc1cc(S(=O)(=O)N2CCOCC2)ccc1Cl)c1ccc(=O)[nH]c1	-2.3	6	8	10	16	1	2	7	-8
64	O=C1CN(C(=O)COc2ccc(Br)cc2)c2ccccc2N1	0.5	-2	-1	6	19	1	1	4	10
65	c1ccc(C[C@H]2CNCCN2CCc2cccc3ccccc23)cc1	42	5	7	-5	23	-8	0	24	12
66	O=C(Cc1ccc(Br)cc1)NCCc1ccc(Cl)cc1Cl	50*	-3	10	5	21	-4	0	18	12
67	S=C(c1c[nH]c2ccccc12)N1CCOCC1	-5.1	-4	9	6	3	3	1	14	10
68	Cc1cc(C)c(NC(=O)/C(C#N)=C/c2ccc(OCc3ccc(F)cc3)cc2)c(C)c1	85*	-2	3	-17	10	0	-2	11	-10
69	COc1ccc(N2CCN(C(=O)CSc3nc4nc(C)cc(C)n4n3)CC2)cc1	-2.0	-4	4	14	15	3	4	-1	9
70	CN(C1CCCCC1)C(CNS(=O)(=O)c1ccc(Cl)cc1)c1ccccc1 (stereo not given)	-0.2	-3	8	12	-2	2	-1	32	20
71	CC(C)Oc1ccc(C(=O)O)c(C(=O)O)c1	-0.8	-4	3	2	-3	-4	6	2	-4
72	c1ccc(Cn2c(CNc3nc4ccccc4n3CCN3CCCCC3)nc3ccccc32)cc1	10	-3	21	4	7	-6	0	-45	15

Hits appear at their usual frequency. About 7.2% of those tested had a hit in this group.
